Fam108B inh: blocks mouse Fam108B hydrolase in RBBP9 counter-screen; recombinant Fam108B, FP-Rh probe fluorescence polarization; inhibition, % at 9.51 µM; 0.33% of 300,000 active; AID 1947;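 active = inhibition above the screen mean inhibition plus 3 SD, computed separately per campaign, cut at about 18% in these data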;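 also: inhibitors lower polarization as less probe binds the enzyme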
PAFAH1B2 FP inh: inhibitors of human PAFAH1B2; recombinant PAFAH1B2, FP-rhodamine activity probe, fluorescence polarization; inhibition, % at 3.39 µM; 1.2% of 340,000 active; AID 492953;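 active = inhibition above the mean of all tested compounds plus 3 SD, cut at about 24% in these data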;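 also: 0% = enzyme with DMSO and 100% = wells lacking PAFAH1B2; many of its hits are not listed in these tables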
Target sequence (P68402 whole entry, looked up): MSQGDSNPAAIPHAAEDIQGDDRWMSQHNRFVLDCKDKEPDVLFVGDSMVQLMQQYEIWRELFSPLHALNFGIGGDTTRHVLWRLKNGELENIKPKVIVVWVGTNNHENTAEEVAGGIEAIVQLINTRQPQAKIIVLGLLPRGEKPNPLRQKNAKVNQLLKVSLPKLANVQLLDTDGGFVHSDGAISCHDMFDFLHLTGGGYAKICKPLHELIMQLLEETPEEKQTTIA
GLD-1 TGE inh: GLD-1-TGE RNA interaction inhibition (C. elegans). inhibition, % at 5.96 µM. 0.44% of 320,000 active. purified GLD-1 + fluorescein TGE RNA, fluorescence polarization. Q17339;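 active = percent inhibition above a per-plate cutoff, the plate mean of test compounds plus 3 SD, cut at about 30% in these data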;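 also: 0% = DMSO wells with GLD-1 and probe and 100% = wells lacking GLD-1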
Bcl-xL primary: inhibitors of human Bcl-xL | Q07817 | GST-Bcl-xL / FITC-Bim BH3 peptide fluorescence polarization | inhibition, % at 10.9 µM | 0.7% of 320,000 active;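 active = inhibition above the mean of all tested compounds plus 3 SD, cutoff set per campaign, cut at about 30% in these data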;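 also: 0% = DMSO wells and 100% = unlabeled Bim-BH3 peptide competitor; inhibitors lower millipolarization by displacing the labeled peptide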
pPAFAH inh: inhibitors of human plasma PAF acetylhydrolase (pPAFAH); recombinant pPAFAH, FP-rhodamine probe fluorescence polarization; inhibition, % at 3.39 µM; 1.5% of 330,000 active;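 active = inhibition above the mean inhibition across the screen plus 3 SD, cut at about 25% in these data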;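 also: inhibitors block binding of the rhodamine activity-based probe so polarization drops; 0% = enzyme with DMSO and 100% = wells lacking pPAFAH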
PME-1 primary: blocks human protein phosphatase methylesterase 1; recombinant PME-1, FP-Rh probe fluorescence polarization; inhibition, % at 5.9 µM; 0.53% of 320,000 active;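 active = inhibition above the campaign mean of all compounds plus 3 SD, cut at about 26% in these data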;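 also: competitive labeling of PME-1 active site by serine hydrolase directed probe; 0% = PME-1 with DMSO and 100% = wells lacking PME-1 enzyme; inhibitors block probe labeling so polarization falls and inhibition rises; many of its hits are not listed in these tables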
MEX-5 binding: C. elegans MEX-5 TCR-2 RNA binding activity; Q9XUB2; activity score (negative = inhibition of binding), % at 10 µM; AID 1832; MEX-5/FITC-TCR2 RNA binding, fluorescence polarization; hits give low values; 0.38% of 300,000 active;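 active = inhibition past about -25% in most replicates, and total fluorescence under double the plate's negative control median, limit read from the data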;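 also: 0% = DMSO and -100% = 5 µM competing unlabeled TCR2 RNA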
Target sequence (Q9XUB2 whole entry, looked up): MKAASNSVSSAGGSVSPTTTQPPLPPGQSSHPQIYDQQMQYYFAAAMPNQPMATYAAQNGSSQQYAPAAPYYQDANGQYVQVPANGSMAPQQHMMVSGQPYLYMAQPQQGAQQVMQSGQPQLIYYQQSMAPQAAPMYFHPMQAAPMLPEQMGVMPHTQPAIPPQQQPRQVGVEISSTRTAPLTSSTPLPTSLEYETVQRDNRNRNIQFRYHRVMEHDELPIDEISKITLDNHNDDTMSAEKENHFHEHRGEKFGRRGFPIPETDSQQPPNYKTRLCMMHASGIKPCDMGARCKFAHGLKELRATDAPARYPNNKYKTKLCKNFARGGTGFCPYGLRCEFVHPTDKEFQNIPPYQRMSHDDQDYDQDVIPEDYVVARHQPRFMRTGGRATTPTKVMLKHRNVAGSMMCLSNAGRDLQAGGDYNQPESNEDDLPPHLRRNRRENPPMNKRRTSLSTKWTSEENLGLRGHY
AHR activator: human AHR activation; activation, % at 5 µM; 2.5% of 320,000 active; AID 2796; P35869; AHR-responsive luciferase reporter cells, luminescence; in the data active = activation above about 47%;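 also: 0% = vehicle wells and 100% = reference agonist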
MCL1-BIM inh: MCL1-BIM-BH3 interaction inhibition (human) | GST-MCL1 / FITC-Bim-BH3 fluorescence polarization | AID 2057 | inhibition, % at 10.9 µM | Q07820 | 0.68% of 320,000 active;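 active = inhibition above the mean inhibition of all tested compounds plus 3 SD, set per campaign, cut at about 40% in these data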;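 also: 0% = DMSO wells and 100% = unlabeled Bim-BH3 peptide control; higher means more loss of mP so more displacement of Bim peptide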
Target sequence (Q07820 whole entry, looked up): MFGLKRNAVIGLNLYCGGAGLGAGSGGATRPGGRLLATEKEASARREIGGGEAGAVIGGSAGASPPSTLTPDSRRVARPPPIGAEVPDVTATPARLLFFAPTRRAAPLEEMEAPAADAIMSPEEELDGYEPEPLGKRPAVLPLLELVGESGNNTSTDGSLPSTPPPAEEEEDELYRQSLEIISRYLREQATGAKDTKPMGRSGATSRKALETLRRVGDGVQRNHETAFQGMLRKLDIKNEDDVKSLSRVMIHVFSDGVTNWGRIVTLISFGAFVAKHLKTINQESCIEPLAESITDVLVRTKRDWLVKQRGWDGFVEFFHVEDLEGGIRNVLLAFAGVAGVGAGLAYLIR
Active calls of the source: *; nt = not tested or not shown.

canonical_smiles	Fam108B inh	PAFAH1B2 FP inh	GLD-1 TGE inh	Bcl-xL primary	pPAFAH inh	PME-1 primary	MEX-5 binding	AHR activator	MCL1-BIM inh
CC(C)Oc1ccc(/C=C(/NC(=O)c2ccccc2)C(=O)NC(Cc2ccccc2)C(=O)O)cc1 (stereo not given)	0	4	8	3	5	4	-1.0	4	0
O=C1CC(N2CCN(S(=O)(=O)c3ccccc3F)CC2)C(=O)N1c1ccccc1Cl (stereo not given)	nt	8	5	6	-1	-1	nt	1	5
C=CCc1ccc(OCCCCNC(C)CC)c(OC)c1 (stereo not given)	-3	-4	0	5	4	-3	-0.4	10	12
COc1ccc(C2/C(=C(/O)c3ccc(C)cc3)C(=O)C(=O)N2C)cc1 (stereo not given)	6	-1	3	6	1	-3	-0.7	-1	-2
O=[N+]([O-])c1ccc(N2CCOCC2)cc1N1CCCCC1	0	4	0	7	4	-12	-2.3	3	0
COc1cccc(NC(=O)C23CCC(C)(C(=O)O2)C3(C)C)c1 (stereo not given)	2	3	0	1	0	-1	3.8	13	3
O=C(CSc1ccc2nnc(-c3cccnc3)n2n1)N1CCOCC1	0	4	0	-3	-2	2	-0.7	1	-1
COC(=O)[C@@H]1OC(=O)[C@H]2O[C@@]23[C@@]1(C)CC[C@@H]1[C@@]2(C)C=CC(=O)OC(C)(C)[C@@H]2CC(=O)[C@]13C	nt	-2	-3	5	1	4	nt	0	6
CC1(C(=O)NCCN2CCOCC2)C=CC2(CCCCC2)N1C(=O)c1ccccc1 (stereo not given)	2	2	4	5	5	-2	-0.4	2	11
COc1ccc(CN2CCN(Cc3c[nH]c4ccccc34)CC2)cc1	5	3	-1	-3	4	0	-2.1	20	2
Cc1cccc(C)c1NC(=O)CC1SC2=NCCN2C1=O (stereo not given)	5	4	7	10	12	2	1.9	3	8
Cc1ccc(OCC(=O)Nc2ccc(NC(=O)c3ccco3)cc2)c(C)c1	-8	2	6	-7	4	-13	0.2	0	-4
CS(=O)(=O)c1cnc(-c2ccccc2)nc1-c1ccccc1Cl	7	1	-1	4	12	1	0.4	4	7
O=S1(=O)CCOC[C@H](Cc2ccccc2)N1Cc1cccc(C(F)(F)F)c1	-2	15	9	8	7	-2	-1.6	-3	1
O=C(CCN1C(=O)/C(=C/c2ccccc2F)SC1=S)NCCc1ccc(O)cc1	-1	4	5	11	3	-1	-0.9	0	11
CCCCn1c(N)nc2ccccc21	-2	-3	-2	1	4	-5	7.1	0	1
CCNc1nc(C23CC4CC(CC(C4)C2)C3)cs1	-1	10	7	1	1	0	-1.3	-1	0
CC(OC(=O)c1cc2ccccc2[nH]1)C(=O)N(C)c1ccccc1 (stereo not given)	nt	6	0	nt	0	nt	nt	29	nt
O=C(NCc1ccccc1)c1cc2nc(C3CC3)cc(C(F)(F)F)n2n1	-3	7	5	0	3	1	4.1	-5	4
OC(COc1ccccc1)CN1CCN(c2ncccn2)CC1 (stereo not given)	-2	2	4	6	-3	1	-0.4	-2	5
COC(CN(C(=O)CCl)C(C(=O)NC1CCCCC1)c1ccc(Cl)cc1)OC (stereo not given)	-5	4	4	7	5	5	2.6	-3	4
O=C1C2CC=CCC2C(=O)N1c1ncn[nH]1 (stereo not given)	0	1	5	3	-1	4	5.3	3	-2
COC(=O)Cc1c(C(=O)OC)nnn1-c1ccc(OC)cc1	0	3	-1	6	5	6	0.5	-2	11
Cc1ccnc(NC(=O)c2cc3ccccc3oc2=O)c1	-2	0	5	-7	-1	-5	2.9	8	-13
NNC(=O)c1ccc2c(c1)S(=O)(=O)NNC2=O	0	4	3	0	3	-2	-1.7	3	-4
c1ccc(-c2ccccc2OCCN2CCCCC2)cc1	4	4	-3	9	0	-2	-1.6	-1	4
CCCc1nnc(SCC(=O)N2CCCCC2C)n1CC (stereo not given)	0	1	4	4	-2	-4	1.0	1	-2
CCN1CCCC1CN(Cc1cc2cc(C)cc(C)c2[nH]c1=O)C(=O)Nc1ccccc1OC (stereo not given)	-4	nt	-11	2	-1	-1	0.2	9	-3
Cc1cc(C)cc(OCCNC(=O)CCc2ccccc2)c1	2	2	-1	5	2	-5	-4.1	2	0
CCCN(CCC(=O)Nc1ccccc1F)CC1CC1	2	0	0	3	-6	-5	2.4	2	1
COc1ccc(-c2csc(NC(=O)c3ccc(S(=O)(=O)N4CCc5ccccc5C4)cc3)n2)cc1	-30	-30	5	-2	-7	-42	-3.0	3	-6
COc1cc(C(=O)NC(=S)Nc2csc(-c3ccc(F)cc3)n2)cc(OC)c1OC	-1	17	-7	-2	4	-2	-1.7	8	1

2 entries picked at random from those above, as already listed:
canonical_smiles	Fam108B inh	PAFAH1B2 FP inh	GLD-1 TGE inh	Bcl-xL primary	pPAFAH inh	PME-1 primary	MEX-5 binding	AHR activator	MCL1-BIM inh
O=C1C2CC=CCC2C(=O)N1c1ncn[nH]1 (stereo not given)	0	1	5	3	-1	4	5.3	3	-2
NNC(=O)c1ccc2c(c1)S(=O)(=O)NNC2=O	0	4	3	0	3	-2	-1.7	3	-4

Further entries:
canonical_smiles	Fam108B inh	PAFAH1B2 FP inh	GLD-1 TGE inh	Bcl-xL primary	pPAFAH inh	PME-1 primary	MEX-5 binding	AHR activator	MCL1-BIM inh
Cc1ccc(N2C(=O)C3C4C=CC(CC4)C3C2=O)cc1Br (stereo not given)	-7	-1	-4	-1	-4	3	3.8	3	-1
CC(=O)c1cccc(Nc2c3c(nc4ccccc24)CCC3)c1	-3	4	-9	3	0	3	-1.1	4	-7
O=C(c1ccccc1)c1ccc2c(c1)OCCCO2	-2	2	3	3	8	-1	0.4	-2	9
CC(C)C(NC(=O)c1ccccc1NC(=O)c1ccccc1)C(=O)NNC(=O)c1ccncc1 (stereo not given)	4	4	-8	2	0	0	0.8	8	-4
COc1ccc(C(=O)CNc2ccccc2Br)cc1	-2	5	-4	3	-1	3	1.0	7	6
Cc1cccc(OCC(=O)Nc2ccc3c(c2)nc2n3CCOC2)c1	1	6	1	2	-5	3	-2.2	-1	1
CCN(Cc1ccccc1)c1ccc(N=Nc2nn(C)c(C)c2[N+](=O)[O-])cc1	9	62*	2	0	25*	10	-2.5	9	5
Nc1ccc(/C=C/C(=O)c2cccs2)cc1	5	4	-46	-44	-3	-4	-2.2	2	-98

A section of the results above, for reference:
canonical_smiles	Fam108B inh	PAFAH1B2 FP inh	GLD-1 TGE inh	Bcl-xL primary	pPAFAH inh	PME-1 primary	MEX-5 binding	AHR activator	MCL1-BIM inh
Cc1ccc(N2C(=O)C3C4C=CC(CC4)C3C2=O)cc1Br (stereo not given)	-7	-1	-4	-1	-4	3	3.8	3	-1
CC(=O)c1cccc(Nc2c3c(nc4ccccc24)CCC3)c1	-3	4	-9	3	0	3	-1.1	4	-7
O=C(c1ccccc1)c1ccc2c(c1)OCCCO2	-2	2	3	3	8	-1	0.4	-2	9
CC(C)C(NC(=O)c1ccccc1NC(=O)c1ccccc1)C(=O)NNC(=O)c1ccncc1 (stereo not given)	4	4	-8	2	0	0	0.8	8	-4

More records
canonical_smiles	Fam108B inh	PAFAH1B2 FP inh	GLD-1 TGE inh	Bcl-xL primary	pPAFAH inh	PME-1 primary	MEX-5 binding	AHR activator	MCL1-BIM inh
O=c1cc(-c2ccc(Cl)c(Cl)c2)[nH][nH]1	4	6	1	7	26*	2	0.2	13	10
CC(C)CCNC(=O)C1CCC(CNc2c(N3CCC(C)CC3)c(=O)c2=O)CC1 (stereo not given)	-4	5	5	4	6	-5	0.2	7	2
CC(=O)c1ccc(N2CCN(c3ccc(S(=O)(=O)NCCCN(C)C)cc3[N+](=O)[O-])CC2)cc1	-3	2	-2	-16	4	-5	-3.0	4	-14
Cc1ccc(S(=O)(=O)NCCCC(=O)N2CCC(C)CC2)cc1	1	6	5	-4	3	-3	-0.9	-2	4
Cn1ncc2c(NNC(=O)c3ccc(Cl)cc3Cl)ncnc21	0	4	3	7	-3	0	-20	-1	12
CN(C)C(=O)C(=O)c1cccn1-c1cccc(Cl)c1C#N	1	0	-3	1	-1	0	1.5	3	-5
O=C(NCc1ccco1)c1cccc2c1C(=O)N(C1CCCCC1)C2	2	-4	15	5	3	3	-2.2	1	4
CC1(C)CC(=O)C2=C(C1)OC(N)=C(C#N)C2C1C=CCCC1 (stereo not given)	1	5	0	0	3	1	0.0	7	3

Results in MCL1-BIM inh and MEX-5 binding, for some of the entries so far:
SMILES | MCL1-BIM inh | MEX-5 binding
Cn1ncc2c(NNC(=O)c3ccc(Cl)cc3Cl)ncnc21 | 12 | -20
CN(C)C(=O)C(=O)c1cccn1-c1cccc(Cl)c1C#N | -5 | 1.5
O=C(NCc1ccco1)c1cccc2c1C(=O)N(C1CCCCC1)C2 | 4 | -2.2
CC1(C)CC(=O)C2=C(C1)OC(N)=C(C#N)C2C1C=CCCC1 (stereo not given) | 3 | 0.0

Next records follow.
canonical_smiles	Fam108B inh	PAFAH1B2 FP inh	GLD-1 TGE inh	Bcl-xL primary	pPAFAH inh	PME-1 primary	MEX-5 binding	AHR activator	MCL1-BIM inh
CCN1C(=O)[C@H]2[C@@H](c3ccc(-c4ccccc4)cc3)N[C@@](C)(C(=O)OC)[C@H]2C1=O	0	1	0	7	3	0	0.6	0	6
Cc1ccc(-c2nnn(CC(=O)N(CC(=O)NC3CCCC3)c3cccc(F)c3)n2)o1	-5	5	1	3	6	-10	3.3	0	-4
COc1cc2c3nc4n(c(=O)c3n(CC(=O)NCC3CCCO3)c2cc1OC)CCS4 (stereo not given)	-2	2	-1	-1	-6	-8	-0.1	14	-1
CCOC(=O)c1ccc(Cl)c(NC(=O)c2ccc(-c3ccccc3)cc2)c1	4	-5	-3	7	0	-7	0.3	5	8
COc1ccc(CN2C(=O)c3cccnc3C2Nc2cc(Cl)c(OC)cc2OC)cc1 (stereo not given)	4	-6	8	4	3	-4	-2.5	1	5
COc1ccc(-c2c(C#N)sc(C(N)=O)c2-c2ccc(OC)cc2)cc1	1	6	-1	5	3	0	-0.8	1	4
COc1ccc(S(=O)(=O)N(C)CC(=O)NCCc2ccccc2)cc1OC	0	2	3	1	4	1	-0.2	3	-7
COc1ccc(NS(=O)(=O)c2cc(NC(=O)c3cccnc3Cl)ccc2N2CCCC2)cc1	5	0	-7	2	8	6	-0.5	13	-2
CCN(C(=O)CN1CCCCC1)C1(C)C(=O)c2ccccc2C1=O	3	1	-1	2	4	9	-1.9	-3	2
COc1cccc(-c2csc3ncnc(Sc4nnnn4C)c23)c1	nt	8	2	nt	4	nt	nt	1	nt
CCC(C)(C)NC(=O)c1ccc2c(c1)N(CC(=O)N1CCCC1)C(=O)C(C)(C)O2	-2	-2	2	2	2	4	-2.2	-2	-2
COC(=O)Cc1ccc(NC(=S)N2CCCC(C)C2)cc1 (stereo not given)	2	-2	4	3	4	5	-5.0	-3	5
Cc1occc1-c1nnc(SCC(=O)NCc2ccco2)n1CC(C)C	5	5	-1	-1	10	0	-2.8	14	3
CC1(C)NC(=O)N(CCCCOc2ccc3c(c2)CCC3)C1=O	-3	5	-2	4	4	4	-0.6	3	8
COc1ccccc1N(CC(O)Cn1c2ccccc2c2ccccc21)S(=O)(=O)c1ccccc1 (stereo not given)	-20	-7	5	5	0	-19	0.8	45	-1

These rows are one share of the data; count on the stated rates, not on these rows.
